CRE Fsk mod = modulators of forskolin-stimulated CRE signaling in CHO cells; CHO CRE-bla reporter (cAMP response element driving beta-lactamase), forskolin EC10, beta-lactamase ratio; Potency, µM (top dose mostly 38.2 µM), for the others: top-dose activity change, negative = inhibition, hits mostly activators; 71,000 tested, 2.5% active; active = well fitted activation curve with a large enough effect in the signal ratio, with a control signal flat, not every such curve was filed as active; inconclusive = small, poorly fitted or top-dose-only effect, or effect the other way, or a change in a side signal; the % refers to the signal ratio; also: potency is read from the fitted curve at half-maximal effect; % of control where 0% means no effect
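Cells were plated overnight at 37 °C, exposed to compound titrations plus EC10 NKH 477 for 3 h, then given CCF4 dye for 2 h at room temperature. Blue/green (460/530 nm) ratio was converted to %Activity and AC50 values calculated.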
HADH2 inhib = inhibitors of human HADH2 dehydrogenase | Q99714 | recombinant HADH2, NADH fluorescence, beta-hydroxybutyryl-CoA | Potency, µM (doses to about 57.1 µM), without a hit: top-dose activity change, negative = inhibition, usual class: inhibitors | 73,000 tested, 3.4% active | AID 886; also: potency is read from the fitted curve at half-maximal effect; % is scaled to controls: 0 for no effect and ±100 for the full control effect; nearly all actives have a fitted effect of over 60% in size; many of its hits are not listed in these tables
Target sequence (Q99714 whole entry, looked up, one chain of several): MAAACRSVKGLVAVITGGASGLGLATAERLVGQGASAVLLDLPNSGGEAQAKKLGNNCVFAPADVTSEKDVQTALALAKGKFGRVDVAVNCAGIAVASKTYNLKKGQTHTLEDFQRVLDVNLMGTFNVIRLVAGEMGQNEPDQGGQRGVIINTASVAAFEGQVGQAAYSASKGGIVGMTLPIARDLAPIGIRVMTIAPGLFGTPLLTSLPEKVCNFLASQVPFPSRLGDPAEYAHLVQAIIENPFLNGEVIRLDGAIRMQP
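E. coli-expressed His-tagged HADH2 tested at 20 nM in alkaline Tris buffer (pH 9.0); oxidation of 90 uM beta-hydroxybutyryl-CoA with 1 mM NAD+ tracked fluorimetrically for 4 min.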
HBB splicing = modulators of hemoglobin beta chain splicing. HBB splicing reporter cell assay, activation; EGFP reporter with mutant IVS2-654 intron; response scale: normalised to 500 nM splice-correcting PNA. Potency, µM (top dose mostly 46.1 µM), for inactives: top-dose activation, actives largely listed as activators. 65,000 tested, 0.06% active; also: potency is read from the fitted curve at half-maximal effect; 0% is about no effect
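Compounds were applied for 2 days to HeLa EGFP-654 cells, 500/well in Optimem with 2% FCS. The reporter's EGFP is disrupted by mis-splicing of beta-globin intron IVS2-654. Readout: summed well GFP fluorescence from 488 nm laser scanning; reference was 500 nM antisense […] 654 PNA.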
Hsp90 Hop PPI = changes Hsp90-Hop TPR2A binding signal, up or down; AlphaScreen TPR2A-His6 binding biotin-Hsp90 C-terminal peptide; Potency, µM (highest dose often 57 µM), without a hit: top-dose activity change, negative = inhibition; 71,000 tested, 0.44% active; active = well fitted curve in either direction with a large enough effect; inconclusive = small, poorly fitted or top-dose-only effect, or another doubt; also: potency is read from the fitted curve at half-maximal effect; % is scaled to controls: 0 for no effect and ±100 for the full control effect; many of its hits are not listed in these tables
Texas Red fluor = compound fluoresces in the Texas Red spectral region | 59,000 tested, 0.06% active | max dye-equivalent concentration, M | Compound fluorescence, Texas Red channel, 547/618 nm; hits give high values; in the data active = max dye-equivalent concentration above about 10 nM; inconclusive = between about 1.1 nM and that limit
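Dye-equivalent concentrations come from scaling compound signal (ex 547, em 618 nm) to six Texas Red standard concentrations run on every plate, after 15 min room-temperature incubation in pH 8.0 Tris (100 mM).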
ERK AVP block = vasopressin-driven ERK pathway inhibition. HEK293-V1b, vasopressin-stimulated pERK AlphaScreen. Potency, µM (doses to about 57.5 µM), without a hit: top-dose activity, negative = inhibition, hits mostly inhibitors. 72,000 tested, 0.99% active. AID 995; also: potency is read from the fitted curve at half-maximal effect; % is scaled to controls: 0 for no effect and ±100 for the full control effect; nearly all actives have a fitted effect of over 55% in size
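V1b-HEK293 cells; cpd 30 min 37C; 25 nM vasopressin 5 min; lyse 10 min; AlphaScreen beads 5 hr RT. Normalized to DMSO basal and 25 nM vasopressin; AC50 by Hill fit.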
FLuc inh = blocks Photinus pyralis firefly luciferase activity. P08659. purified firefly luciferase, luminescence, 8 min. Potency, µM (titrated, usually from 57.1 µM), without a hit: at the top dose activity change, negative = inhibition, most hits filed as inhibitors. 72,000 tested, 2.2% active. AID 411; also: potency is read from the fitted curve at half-maximal effect; % is scaled to controls: 0 for no effect and ±100 for the full control effect; nearly all actives have a fitted effect of over 40% in size
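Inhibition of light generation by firefly luciferase from ATP and luciferin was profiled with concentration-response curves per sample, ATP held at 10 uM within the enzyme's linear range. Plates were read by luminescence after an 8-minute ambient incubation.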
15-hLO inh = 15-hLO (ALOX15) enzyme inhibition | P16050 | purified 15hLO-1, xylenol orange hydroperoxide absorbance | Potency, µM (doses to about 57.1 µM), without a hit: at the top dose activity change, negative = inhibition, hits mostly inhibitors | 74,000 tested, 1.4% active; also: potency is read from the fitted curve at half-maximal effect; % is scaled to controls: 0 for no effect and ±100 for the full control effect; nearly all actives have a fitted effect of over 55% in size
Target sequence (P16050 whole entry, looked up): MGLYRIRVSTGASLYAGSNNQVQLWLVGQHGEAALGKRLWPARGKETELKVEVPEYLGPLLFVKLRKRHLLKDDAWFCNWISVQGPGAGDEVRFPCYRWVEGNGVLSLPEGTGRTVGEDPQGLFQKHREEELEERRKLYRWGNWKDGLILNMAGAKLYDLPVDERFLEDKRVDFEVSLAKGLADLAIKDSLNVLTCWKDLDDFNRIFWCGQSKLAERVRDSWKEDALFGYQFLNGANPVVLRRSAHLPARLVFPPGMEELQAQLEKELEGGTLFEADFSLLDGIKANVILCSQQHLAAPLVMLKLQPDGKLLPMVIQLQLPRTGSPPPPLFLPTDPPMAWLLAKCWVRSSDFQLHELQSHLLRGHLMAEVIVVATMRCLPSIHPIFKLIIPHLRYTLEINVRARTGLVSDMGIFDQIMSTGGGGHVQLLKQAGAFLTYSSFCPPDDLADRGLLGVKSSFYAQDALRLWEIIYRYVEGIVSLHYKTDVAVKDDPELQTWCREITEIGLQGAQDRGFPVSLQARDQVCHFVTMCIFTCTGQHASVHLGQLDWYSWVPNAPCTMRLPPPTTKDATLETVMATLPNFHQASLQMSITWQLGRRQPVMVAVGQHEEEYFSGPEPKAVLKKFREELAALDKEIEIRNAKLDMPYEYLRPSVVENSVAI
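Compounds were preincubated 15 min at room temperature with 40 nM purified human enzyme (25 mM Hepes pH 7.5, 0.01% Triton X-100); 50 uM arachidonic acid reacted 6 min. Fe-xylenol orange detection, 30 min, absorbance ratio 573/405 nm.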
Tau filament bind = binds recombinant human tau filaments; P10636; recombinant tau filaments, thioflavin S fluorescence, 15 h; filaments grown with octadecylsulfate alongside compound; Potency, µM (highest dose often 57.1 µM), without a hit: top-dose activity change, negative = inhibition; 71,000 tested, 2% active;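 also: potency is read from the fitted curve at half-maximal effect; % is scaled to controls: 0 for no effect and ±100 for the full control effect; actives lower thioflavin S fluorescence by blocking filaments or displacing dye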
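Recombinant tau protein (human, 1 uM final) plus 30 uM ODS in HEPES pH 7.4 with NaCl, DTT and thioflavine S. Compound present from the start; fluorescence at 510 nm after 15 h, 37 C.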
Rhodamine autofl = compound autofluorescence in rhodamine spectral region. Rhodamine-region fluorescence, 547/598 nm, Tris buffer; hits give high values. max dye-equivalent concentration, M. 59,000 tested, 0.05% active; in the data active = max dye-equivalent concentration above about 11 nM; inconclusive = between about 1.1 nM and that limit
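Compounds in 100 mM Tris buffer, pH 8.0, were incubated 15 min at room temperature, then read at 547 nm excitation and 598 nm emission. Fluorescence was normalized against a per-plate six-point rhodamine standard curve as dye-equivalent concentration.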
DNA Pol III inh = blocks replication by bacterial DNA polymerase III holoenzyme | reconstituted DNA polymerase III holoenzyme replication, biochemical | 71,000 tested, 0.25% active | Potency, µM (highest dose often 57.1 µM), inactives show at the top dose activity change, negative = inhibition | AID 603; also: potency is read from the fitted curve at half-maximal effect; % is scaled to controls: 0 for no effect and ±100 for the full control effect
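Reconstituted *E. coli* holoenzyme (0.35 nM Pol III, 1 nM beta, 154 nM SSB, 2 nM primase) was preincubated with compound for 15 min at RT. Synthesis on 1.4 nM ssM13Gori ran 35 min, then was stopped with PicoGreen/EDTA and read as dsDNA fluorescence.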
* = called active by the depositor; i = inactive; ? = inconclusive; nt = no result given; [ ] = another dose, or the depositor's remark. Unless noted, calls follow the shape of the dose curve; as a rule, active = well fitted curve in the direction sought with a large enough effect; inconclusive = small, poorly fitted or top-dose-only effect, or another doubt; inactive = no such curve, though single readings can be large; an effect the other way counts as inactive or inconclusive.

SMILES	15-hLO inh	Tau filament bind	ERK AVP block	Rhodamine autofl	HADH2 inhib	FLuc inh	HBB splicing	Texas Red fluor	DNA Pol III inh	Hsp90 Hop PPI	CRE Fsk mod
CN(C1CCS(=O)(=O)C1)S(=O)(=O)c1ccc(C2CCCCC2)cc1 (stereo not given)	-4%	25%	-1%	i	6%	1%	0.1%	?	-6%	-1%	9%
CC#C[C@]1(O)CC[C@H]2[C@@H]3CCC4=CC(=O)CCC4=C3[C@H](c3ccc(N(C)C)cc3)C[C@@]21C	10µM*	32µM*	13µM*	nt	8%	0%	nt	nt	-4%	?	19%
CCOc1ccc(N(CC(=O)NCc2ccccc2OC)S(C)(=O)=O)cc1	-3%	-4%	14%	i	-10%	2%	nt	i	-5%	-3%	1%
Cc1csc(NC(=O)c2ccoc2C)n1	-9%	-14%	-29%	i	-28%	-10%	2.1%	i	-1%	-5%	2%
CCCc1n[nH]c2c1/C(=N/O)CC(c1ccccc1)C2 (stereo not given)	-5%	13%	-16%	i	?	-2%	-1.7%	i	0%	0%	-3%
Cc1ccc(C)c(NC(=O)CN(C)S(=O)(=O)c2ccccc2)c1	-3%	9%	-2%	i	7%	-1%	0.5%	?	-6%	5%	-6%
Cc1ccc(NC(=O)CCSc2nnc(-c3ccco3)o2)cc1	8%	-4%	15%	i	9%	0%	nt	?	-2%	-4%	0%
CCOC(=O)N1CCC(NC(=O)c2cc(C(=O)NC3CCCC3)ccc2CO)CC1	3%	-10%	-4%	nt	0%	2%	-1.2%	nt	1%	-4%	-2%
O=c1c(-c2ccccc2)nc2cnc(Nc3ccccc3)nc2n1Cc1cccs1	-14%	41%	20%	i	8%	-1%[11.4 µM]	3.6%	i	-7%	17%	?
Fc1ccc2c(Cl)c(-c3nnc(-c4cccs4)o3)sc2c1	11%	3%	-6%	i	?	-3%	1.6%[57.5 µM]	i	-11%	-1%	3%
Cc1oc2ncnc(N)c2c1C	4%	2%	-8%	i	1%	-1%	nt	i	1%	0%	-3%
COc1ccc(C2(CCN)CC(C)N(C)CC2C)cc1 (stereo not given)	21%	-18%	1%	i	6%	-4%	7.9%[1.84 µM]	i	-4%	0%	11%
COCCNC(=O)C(c1ccccc1)N(C(=O)Cn1nnc2ccccc21)c1cccnc1 (stereo not given)	8%	0%	-8%	i	-6%	0%	nt	?	-1%	-1%	0%
CN1C(=O)c2cccc3c(S(=O)(=O)NCc4ccco4)ccc1c23	10%	6%	?	i	-25%	2%	-0.4%	i	-9%	3%	?
Cc1cc(C(=O)NCCCN2CCN(C3CCCCC3)CC2)n(-c2ccccc2)n1	2%	5%	-4%	nt	7%	3%	0.6%	nt	-7%	-2%	-5%
Cc1onc(-c2c(Cl)cccc2Cl)c1C(=O)NCc1ccco1	-21%	-15%	0%	i	1%	-1%	4.1%[0.369 µM]	i	-8%	-3%	-25%
CCN1C(=O)[C@H]2[C@H]3[C@H](O)[C@H](O)C/C(=N/O[C@@H](C)CN4CCCCc5nc(C)c(C)cc54)[C@@H]3CC[C@@H]2C1=O	2%[11.4 µM]	nt	12%[11.5 µM]	nt	8%[11.4 µM]	0%[11.4 µM]	0.9%[9.22 µM]	nt	nt	nt	nt
CCOc1ccc(C(=O)CN2CCN(S(=O)(=O)c3ccc(Cl)cc3)CC2)cc1	-17%	-5%	43%[activator]	i	10%	0%	-1.1%	i	-4%	3%	-14%
Nc1ccnn1Cc1cccnc1	12%	-4%	4%	i	7%	2%	-1.1%	i	-1%	1%	-6%
COc1cc(-c2nnc(COc3ccc4cc(Br)ccc4c3)o2)cc(OC)c1OC	1%	i	-11%	nt	4%	1%	-3.8%	nt	-1%	3%	2.5µM*
CN1C(=O)C(O)(C2COC(C)(C)CC2=O)c2cc(Br)ccc21 (stereo not given)	-5%	-4%	-8%	i	-7%	2%	0.6%	i	-2%	-1%	?
CC(C)N=C(N)/N=C(\N)Nc1ccc(Cl)cc1	4%[25.6 µM]	?	30%[25.7 µM]	i	-11%[25.6 µM]	4%[25.5 µM]	0.2%[20.6 µM]	i	0%[25.6 µM]	-1%[26 µM]	1%[17.1 µM]
Cc1cnc(-c2nnc(N(C)C(=O)C3CCOC3)s2)cn1 (stereo not given)	-5%	-4%	-11%	i	25µM*	0%	nt	i	0%	-3%	5%
O=c1cc(-c2ccccc2)[nH]c2nc(Cl)ccc12	10%	3%	11%	i	25µM*	-1%	2.3%	i	-7%	-5%	?
O=C1CCCCC1Sc1nnc(Cc2cccs2)n1CCc1ccccc1 (stereo not given)	-14%	-5%	-9%	i	?	0%	-0.2%[57.5 µM]	?	0%	-10%	-12%
Cc1cc(C)nc(NC2=NCC(=O)N2c2ccc(F)c(Cl)c2)n1	-1%	9%	-6%	i	10%	-3%	-1.3%	i	-10%	-1%	-9%
Cn1c(-c2ccc3c(c2)OCO3)cnc1NCc1ccccc1	?	-15%	-5%	i	4%	-9%	0.0%[57.5 µM]	i	-5%	-10%	-14%
Cc1cnc(NC(=O)C(C)N2C(=O)C3CC=CCC3C2=O)s1 (stereo not given)	2%	2%	9%	i	7%	1%	0.6%	i	0%	-2%	?
O=c1[nH]cnc2cc(Cl)ccc12	-12%	21%	-13%	i	-11%	1%	-0.1%	i	-12%	?	9%
COCCOC(=O)c1cc(C(=O)c2cc(F)ccc2O)coc1=N	-11%	10%	21%	i	?	1%	12%[57.5 µM]	i	0%	-3%	2%
COc1ccccc1-c1nc(SCC(=O)O)n[nH]1	-6%	7%	-21%	i	-9%	-2%	-0.6%	i	-6%	-5%	-6%
Cn1cc(C(=O)c2ccc(Cl)cc2)cc1-c1nc2ccccc2n1C	-11%	-17%	32µM*	i	?	4%	1.1%[0.369 µM]	?	1%	-10%	?
Cc1cc(NC(=O)Cn2cnc3sc(C)c(-c4ccccc4)c3c2=O)no1	-1%	-8%	-5%	i	12%	1%	-0.9%	i	-7%	-2%	11%
Cc1nc2cc(NC(=O)N3c4ccccc4CC3C)ccc2n1C (stereo not given)	10%	9%	-10%	i	5%	5µM*	0.1%	i	-5%	-4%	-6%
COc1ccc(-c2nc3cnc(N(C)C)nc3n(CCc3ccccc3)c2=O)cc1	-7%	-6%	13%	i	-6%	1%[11.4 µM]	0.5%	i	3%	0.63µM*	?
N#Cc1nc(-c2ccc(OCc3ccc(Cl)cc3)cc2)oc1N1CCOCC1	1%	4%	-15%	i	?	1%	0.8%	i	-5%	-2%	-3%
Cc1oc(C(=O)O)cc1CSc1nnc(-c2ccccc2)n1C	5%	9%	-9%	i	-15%	0%	-1.2%	i	-8%	-2%	-3%

3 compounds from above, ordered by formula weight, falling:
SMILES	15-hLO inh	Tau filament bind	ERK AVP block	Rhodamine autofl	HADH2 inhib	FLuc inh	HBB splicing	Texas Red fluor	DNA Pol III inh	Hsp90 Hop PPI	CRE Fsk mod
N#Cc1nc(-c2ccc(OCc3ccc(Cl)cc3)cc2)oc1N1CCOCC1	1%	4%	-15%	i	?	1%	0.8%	i	-5%	-2%	-3%
Cc1oc(C(=O)O)cc1CSc1nnc(-c2ccccc2)n1C	5%	9%	-9%	i	-15%	0%	-1.2%	i	-8%	-2%	-3%
COc1ccccc1-c1nc(SCC(=O)O)n[nH]1	-6%	7%	-21%	i	-9%	-2%	-0.6%	i	-6%	-5%	-6%

From PubChem BioAssay

Only part of the results is shown; rates above refer to the full screens.
